RPL19A TOR yeast: RPL19A-GFP expression modulators in yeast, primary screen, cell-based, S. cerevisiae, multiplex flow cytometry, MLPCN | AID 2025, 2009 | S. cerevisiae RPL19A-GFP strain, 3 h; active compounds read low | 0.3% of 330,000 active | percent response vs DMSO, % at 10 µM;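 active = percent response vs DMSO below 50%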;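 note: median channel GFP fluorescence of the barcoded RPL19A-GFP strain; ratio of sample median GFP to plate DMSO average so 100% = DMSO; lower means less RPL19A-GFP as with rapamycin TOR inhibition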
GRK2 inh: compounds blocking aptamer binding on GRK2 – biochemical, human GRK2, bead flow cytometry, HTS, primary screen. Beta-adrenergic receptor kinase 1 (Homo sapiens), P25098. FAM-aptamer displacement from GRK2. inhibition of aptamer binding, % at 10 µM. 0.59% of 330,000 active;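 active = inhibition of aptamer binding above 40%, roughly 3 SD of noise, on plates passing a quality check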;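 note: median bead fluorescence of bound FAM aptamer so fluorescent compounds give negative values; no value below 0 was filed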
Target sequence (P25098 whole entry, looked up): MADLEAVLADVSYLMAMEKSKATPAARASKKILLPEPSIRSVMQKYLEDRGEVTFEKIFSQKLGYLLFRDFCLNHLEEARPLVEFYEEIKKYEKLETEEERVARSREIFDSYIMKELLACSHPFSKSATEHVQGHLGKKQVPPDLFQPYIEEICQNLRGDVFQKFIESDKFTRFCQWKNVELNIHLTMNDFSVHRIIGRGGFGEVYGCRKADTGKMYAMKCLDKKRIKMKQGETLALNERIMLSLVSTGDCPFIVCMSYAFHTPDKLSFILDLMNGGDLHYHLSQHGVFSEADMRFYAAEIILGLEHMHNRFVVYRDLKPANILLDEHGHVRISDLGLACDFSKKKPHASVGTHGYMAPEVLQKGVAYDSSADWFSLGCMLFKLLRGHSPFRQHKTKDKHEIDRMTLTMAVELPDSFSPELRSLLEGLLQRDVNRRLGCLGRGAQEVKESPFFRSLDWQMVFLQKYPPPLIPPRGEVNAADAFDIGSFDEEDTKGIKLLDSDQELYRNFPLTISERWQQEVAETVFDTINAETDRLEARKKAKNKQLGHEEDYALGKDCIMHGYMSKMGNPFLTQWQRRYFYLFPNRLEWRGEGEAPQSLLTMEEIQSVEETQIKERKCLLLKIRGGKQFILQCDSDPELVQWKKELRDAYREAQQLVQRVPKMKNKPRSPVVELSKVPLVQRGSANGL
AGP1 TOR yeast: modulators of AGP1-GFP expression in yeast TOR pathway, primary screen, cell-based, multiplex flow cytometry, S. cerevisiae, MLPCN library | 3 h; GFP as percent of DMSO wells | GFP response vs DMSO, % at 10 µM | 0.02% of 320,000 active | AID 2066, 2009;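 active = GFP response relative to DMSO above a set limit, near screen average plus 3 SD, cut at about 150% in these data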;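 note: median GFP channel fluorescence of the gated AGP1 strain per well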
CIT2-GFP yeast: modulators of CIT2-GFP expression in yeast, primary screen, S. cerevisiae, GFP fusion, multiplex flow cytometry, MLPCN library | S. cerevisiae CIT2-GFP strain, 3 h; 100 means same as DMSO wells | GFP response vs DMSO, % at 10 µM | 0.065% of 320,000 active | AID 2029, 2009;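 active = GFP response relative to DMSO above a set limit, near the screen mean plus 3 SD, cut at about 150% in these data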;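 note: ratio of well median GFP fluorescence to mean of DMSO wells on the plate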
VLA-4 inh: inhibition in human VLA-4 binding assay, primary screen, VLA-4 allosteric modulator project, MLPCN library, flow cytometry, VLA-4 expressing cells; Integrin alpha-4 (Homo sapiens), P13612; ligand binding flow cytometry; inhibition, % (about 7 µM as worked out from the volumes in the protocol); 0.2% of 330,000 active; AID 2557, 2010; in the data active = inhibition above about 50%
LAP4 TOR yeast: modulators of LAP4-GFP expression in yeast, primary screen, S. cerevisiae, multiplex flow cytometry, MLPCN library | 3 h; median GFP as percent of DMSO wells | GFP response vs DMSO, % at 10 µM | 0.34% of 320,000 active;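 active = GFP response vs DMSO above a set limit, about the screen mean plus 3 SD, cut at about 150% in these data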
CR mimetic SO: reduction of superoxide in aged yeast, primary screen, HTS. superoxide response (% of plate mean), % at 10 µM. S. cerevisiae aged cells, superoxide DHE fluorescence; active compounds read low. 0.18% of 330,000 active. AID 2690, 2010;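 active = superoxide response under a set limit, about three screen SD below normal, cut at about 65% in these data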;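 note: yeast aged for seven days with compound at 30 °C before DHE staining; 100% = average MFI of all compound-treated wells on the plate with controls excluded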
MEP2 TOR yeast: modulators of MEP2-GFP levels in yeast, primary screen, S. cerevisiae, multiplex flow cytometry, MLPCN library. AID 2016, 2009. S. cerevisiae MEP2-GFP strain, 3 h; 100% = DMSO control level. GFP response vs DMSO, % at 10 µM. 0.51% of 330,000 active;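 active = GFP response versus DMSO above a set limit, roughly screen mean plus 3 SD, cut at about 180% in these data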;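 note: median GFP fluorescence of the barcode-gated MEP2-GFP cells per well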
The depositor's hits bear a star; nt = not tested or not shown.

SMILES	RPL19A TOR yeast	GRK2 inh	AGP1 TOR yeast	CIT2-GFP yeast	VLA-4 inh	LAP4 TOR yeast	CR mimetic SO	MEP2 TOR yeast
COc1ccc(/C=N/Nc2nc(N)cc(Cl)n2)cc1OC	103	0	100	98	-4	95	95	104
Cn1nc(C(F)(F)F)c2cc(C(=O)Nc3ccc(Cl)cc3)sc21	103	1	105	110	7	112	141	112
O=c1c2ccccc2nc(SCc2cn3ccsc3n2)n1-c1ccccc1	104	1	106	99	4	103	87	106
CC(=O)c1ccc(NC(=O)c2ccc3snnc3c2)cc1	111	2	73	93	-3	74	87	96
COc1cccc(N2CCN(C3CC(=O)N(c4ccc(Cl)cc4)C3=O)CC2)c1 (stereo not drawn)	98	0	nt	102	95*	100	108	99
O=C(c1cnccn1)N1CCN(S(=O)(=O)c2cccc(Cl)c2)CC1	94	3	103	94	-6	106	104	98
Cc1ccc(/C=C/C(=O)NCC2COc3ccccc3O2)o1 (stereo not drawn)	104	4	97	103	2	108	89	98
C=CCn1c(SCC(=O)Nc2c(C)cccc2C)nnc1-c1ccncc1	104	1	105	110	9	112	93	103
COc1ccccc1C1CC(c2cccs2)=NN1C(=O)CCC(=O)O (stereo not drawn)	98	0	98	100	-6	95	103	94
Nc1nc(COC(=O)C2CC(=O)N(Cc3ccccc3Cl)C2)nc(Nc2ccccc2)n1 (stereo not drawn)	99	0	101	98	-5	110	105	103
COC(=O)CN(c1ccc(OC)cc1)S(=O)(=O)c1c(C)noc1C	99	10	107	96	17	99	79	97
Cc1c(OCC(=O)NCCCN2CCOCC2)ccc2c(-c3ccccc3)cc(=O)oc12	96	0	95	89	9	93	99	103
CCc1cccc(NC(=O)c2cc(S(=O)(=O)N(C)C)ccc2N2CCCC2)c1	98	2	100	91	25	106	99	91
N#Cc1nc(COc2ccc(F)cc2)oc1NCCCn1ccnc1	98	0	111	99	9	100	112	95
CNC(=O)COC(=O)Cc1ccc(Cl)cc1	94	0	100	104	-1	93	99	95
Cc1c(Cl)cccc1NC(=S)NCc1ccccc1Cl	96	12	93	87	-8	92	110	95
O=C(CSc1nnc(CNC(=O)c2c(F)cccc2F)o1)c1ccccc1	101	0	96	103	-13	104	95	113
COc1ccc(N2CCN(CC(O)COc3cc(C)cc(C)c3)CC2)cc1 (stereo not drawn)	101	2	94	99	-6	87	99	97
Cc1ccnc(N2C(=O)c3ccccc3C2=O)c1	98	2	90	95	8	91	98	102
Cc1ccc(C(=O)NCC(=O)NCc2cc(=O)n(C)c(=O)n2C)cc1	91	2	88	95	-6	83	87	86

Sorted by value in MEP2 TOR yeast (smallest number first): some entries from above.
Molecule	MEP2 TOR yeast
CNC(=O)COC(=O)Cc1ccc(Cl)cc1	95
C=CCn1c(SCC(=O)Nc2c(C)cccc2C)nnc1-c1ccncc1	103
O=c1c2ccccc2nc(SCc2cn3ccsc3n2)n1-c1ccccc1	106

New compounds follow
SMILES	RPL19A TOR yeast	GRK2 inh	AGP1 TOR yeast	CIT2-GFP yeast	VLA-4 inh	LAP4 TOR yeast	CR mimetic SO	MEP2 TOR yeast
O=C(Nc1ccc(F)cc1)c1sc(Cl)nc1-c1ccccc1	103	3	102	97	2	98	114	105
Cc1ccc(NC(=O)COC(=O)c2cccc3c2C(=O)c2ccccc2C3=O)c(C)c1	99	1	94	97	12	85	140	96
Cc1cccc(NC(=S)NC(=O)c2cccs2)n1	99	0	96	84	1	120	78	107
CCCn1c(N)c(N(CCOC)C(=O)c2cc3c(s2)CCC(CC)C3)c(=O)[nH]c1=O (stereo not drawn)	95	0	99	94	17	100	103	101
Cc1ccc(OCn2c(=O)sc3ccccc32)cc1	101	4	105	95	-10	107	110	100
Cc1ccc(C(=O)C(OC(=O)CCC(=O)Nc2cccc(C)c2)c2ccccc2)cc1 (stereo not drawn)	101	3	98	99	12	86	117	109
COC(=O)c1nnn(CC(=O)NC(=O)Nc2ccc(F)cc2)c1C(=O)OC	104	0	103	91	4	97	99	100
Cc1ccc(NC(=O)c2nc[nH]c2C(=O)N2CCCCC2)c(C(=O)c2ccccc2)c1	108	0	87	88	22	94	98	102
COc1ccccc1S(=O)(=O)N1CCN(S(=O)(=O)c2ccccc2C#N)CC1	101	14	101	102	1	97	89	107
Cc1ccc(S(=O)(=O)NC(Cc2ccccc2)C(=O)O)cc1 (stereo not drawn)	96	1	96	102	28	99	109	107
O=C(NCc1ccccc1)c1onc(CSc2ccc(F)cc2)c1C(=O)NCCCN1CCOCC1	97	0	88	92	4	100	109	85
CCOc1ccccc1CNCCO	105	0	105	103	8	103	98	103
COc1ccc([C@@H]2C[C@H]3CN(c4ccccc4)C(=O)[C@]34CCCN24)c(OC)c1OC	95	0	99	89	-4	108	99	107
COc1ccc(OC)c(NC(=O)CC2C(=O)NCCN2C(=O)Nc2cccc(Cl)c2)c1 (stereo not drawn)	104	0	101	111	8	102	112	101
CCOc1cc(C(=S)N2CCOCC2)ccc1OC	100	0	102	96	-258	96	121	100
Cc1cc(C)c(C)c(S(=O)(=O)Nc2ccc3cn[nH]c3c2)c1C	102	1	103	92	11	113	113	98
Cc1ccc(CS(=O)(=O)Cc2ccc(C(=O)NC3CC3)o2)cc1	107	0	106	105	-4	104	84	108
Cc1ccc(OCc2ccc(C(=O)Nc3c(C)nn(Cc4c(F)c(F)c(F)c(F)c4F)c3C)o2)c([N+](=O)[O-])c1	100	1	102	101	-1	106	119	104
CCOc1cccc(C(=O)Nc2ccc3oc(Cc4ccc(Cl)cc4)nc3c2)c1	99	0	104	104	2	111	110	101
Nc1cc(=O)[nH]n1C1CCCCC1	110	2	104	108	0	103	96	108
CCOC(=O)C1C(C(=O)Nc2cccc(C(F)(F)F)c2)C1C(=O)NC(C)C (stereo not drawn)	96	1	97	96	23	100	102	95
N#C/C(=N\Nc1ccccc1)C(N)=S	94	0	nt	nt	-1	nt	100	98
Cc1nc2ccc(S(=O)(=O)Nc3ccc(-c4nc5cccnc5s4)cc3)cc2s1	97	0	91	83	2	98	124	98
C/C(=N\O)c1ccc(Cl)cc1Cl	97	2	100	103	-8	103	86	103
O=C(CCc1nnc(C2CCCCC2)o1)N1CCCCC1CCn1cccn1 (stereo not drawn)	98	0	101	nt	14	94	93	97
CCn1cnnc1SCC(=O)c1c(N)n(C2CC2)c(=O)[nH]c1=O	96	1	98	91	4	106	113	95
Cn1ncc([N+](=O)[O-])c1C(=O)N/N=C/c1ccc(F)cc1	106	0	110	112	3	100	81	100
CN(CCc1ccccn1)Cc1ccc(Cl)c(Cl)c1	103	2	99	104	13	97	97	106
O=C(NCCc1c[nH]c2ccccc12)C(=O)NCC1CCCO1 (stereo not drawn)	97	0	102	94	-2	98	109	95
N#CCSc1nnc(Cc2cccc3ccccc23)n1C1CCCCC1	95	4	94	86	3	93	109	102

Single entries from above:
CR mimetic SO with CN(CCc1ccccn1)Cc1ccc(Cl)c(Cl)c1 stands at 97
AGP1 TOR yeast with CCOC(=O)C1C(C(=O)Nc2cccc(C(F)(F)F)c2)C1C(=O)NC(C)C (stereo not drawn) stands at 97
RPL19A TOR yeast with O=C(NCCc1c[nH]c2ccccc12)C(=O)NCC1CCCO1 (stereo not drawn) stands at 97
VLA-4 inh with Cn1ncc([N+](=O)[O-])c1C(=O)N/N=C/c1ccc(F)cc1 stands at 3
AGP1 TOR yeast with Cc1nc2ccc(S(=O)(=O)Nc3ccc(-c4nc5cccnc5s4)cc3)cc2s1 stands at 91

(list continues)
SMILES	RPL19A TOR yeast	GRK2 inh	AGP1 TOR yeast	CIT2-GFP yeast	VLA-4 inh	LAP4 TOR yeast	CR mimetic SO	MEP2 TOR yeast
Cc1ccc(S(=O)(=O)N/N=C/c2c(F)cccc2Cl)cc1	101	0	99	100	-19	97	109	98
CCOC(=O)C1=C(N)N2C(=O)C(C)SC2=C(C(=O)OC)C1c1cccc(OC)c1 (stereo not drawn)	102	0	108	105	37	111	97	100
CCS(=O)(=O)N1CCN(c2ccnc3cc(Cl)ccc23)CC1	92	1	104	96	25	103	93	96
CC(C)CCn1c(N2CCN(c3cccc(Cl)c3)CC2)nc2c1c(=O)[nH]c(=O)n2C	95	1	92	nt	-5	96	118	101
CCSc1nnc(NC(=O)c2ccc3c(c2)OCO3)s1	95	1	89	104	5	89	92	93
COc1ccccc1NC(=O)c1cc(S(=O)(=O)N2CCc3ccccc32)ccc1F	98	0	100	105	-6	106	102	96
CC(=O)Nc1ccc(NC(=O)/C(Cl)=C/c2ccccc2)cc1	97	1	98	91	7	108	106	101
CCOc1ccc(NC(=O)CSc2nnc(-c3ccco3)n2N)cc1	106	0	106	106	3	97	116	110
O=C(O)CSCC(=O)NCc1ccc(Cl)cc1Cl	108	0	101	101	2	101	80	109
CC(=O)NCC(=O)N1CCCC(C(=O)c2ccc(-c3ccccc3)c(F)c2)C1 (stereo not drawn)	94	0	96	87	-1	109	95	106
Cc1ccc(NS(=O)(=O)c2c(C)[nH]c(C)c2C(=O)N2CCCCC2)c(Cl)c1	106	0	106	99	6	103	97	106
CCN(CC(=O)Nc1c(F)cccc1F)C(=O)CCN1C(=O)c2cccc([N+](=O)[O-])c2C1=O	96	2	101	94	8	108	103	97
CCCO/N=C1/C(=O)N(c2ccccc2)c2ccccc21	100	1	97	101	2	102	93	95
CN(CC(=O)NCCc1ccc(F)cc1)Cc1cccc(Cl)c1	102	1	99	101	6	99	102	97
Cc1sc(=NC(=O)c2ccco2)n(C)c1-c1ccc(Cl)cc1	97	1	95	104	-18	117	83	93
O=C(O)c1ccc(CSc2nnc(-c3ccccc3Cl)n2-c2ccccc2)cc1	99	0	101	100	-3	101	85	103
Cc1onc(-c2ccccc2Cl)c1C(=O)NC1CCS(=O)(=O)C1 (stereo not drawn)	100	0	103	102	21	100	97	109
NS(=O)(=O)c1ccc(CNC(=O)c2cccc(S(=O)(=O)N3CCc4ccccc43)c2)cc1	97	1	106	96	11	105	83	102
Cc1ccc2sc(N(CCCN(C)C)C(=O)c3nc4ccccc4s3)nc2c1C	101	0	107	111	-7	114	113	102
COc1ccc(/C=N/n2cnc3c([nH]c4ccc(F)cc43)c2=O)cc1CN1CCCC1	110	0	109	107	7	105	92	111
CCOc1ccc(-n2c(C)nnc2SCC(=O)N(CC)CC)cc1	99	1	99	nt	5	108	121	100
O=S(=O)(c1ccc(Cl)cc1)N1CCC(N2CCCCCC2)CC1	102	0	105	108	16	97	91	104
CCn1cc(C(=O)N(C)c2ccc(OC)cc2OC)c2cc(OC)c(OC)cc2c1=O	107	0	97	98	7	101	89	107
CC(C)(C)CC(=O)Nc1nnc(SCC(=O)NCc2cccs2)s1	104	2	106	101	12	104	134	102
O=C(NC1CCCC1)C(c1ccccc1F)N(C(=O)Cc1cccs1)c1ccc2c(c1)OCCO2 (stereo not drawn)	102	0	101	102	5	95	99	103
COc1ccc(OCCn2c(=O)sc3ccccc32)cc1	100	0	100	92	18	116	119	92
Cc1ccc2nc(Nc3ccc(C)c(Cl)c3)c3nncn3c2c1	94	0	89	89	-16	99	124	106
NC1=NC(=O)/C(=C/C=C/c2cccs2)S1	105	0	107	106	-11	111	98	111
COc1cc(OC)cc(C(=O)NCCCCc2ccccc2)c1	100	2	91	90	-6	99	95	98
CC(C)C(NC(=O)c1ccccc1F)C(=O)NCc1ccc(F)cc1 (stereo not drawn)	98	1	90	90	3	90	115	101
CC(C)CC(=O)N(c1nnc(-c2cccnc2)s1)C1CCCC1	100	4	98	93	0	102	107	101
CCn1c(C(=O)O)c(CC(=O)N(C)c2ccc(OC)cc2OC)c2ccccc21	99	58*	96	93	-1	98	94	103
